Menin MLL FP TR – inhibitors of human menin-MLL interaction, mutant MLL peptide | Menin + Texas Red MLL mutant peptide, fluorescence polarization | Potency, µM (top dose mostly 61.6 µM), for the others: top-dose FP activity change, negative = inhibition, actives largely listed as inhibitors | 270,000 tested, 0.23% active; active means well fitted inhibition curve with a large enough effect in the polarisation, with a control signal flat, not every such curve was filed as active; inconclusive means small, poorly fitted or top-dose-only effect, or effect the other way, or a change in a side signal; inactive means no such curve, though single readings can be large or run the other way; the % refers to the polarisation; further: potency means the concentration at half of the fitted maximal effect; % of control where 0% means no effect; many of its hits are not listed in these tables
Integrin act MD – integrin-mediated muscular dystrophy alleviation activation; alpha7betagal myoblasts, beta-gal FDG fluorescence, 48 h; Potency, µM (highest dose often 38.3 µM), inactives show at the top dose activation, actives largely listed as activators; 350,000 tested, 0.064% active; AID 624291;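 further: potency means the concentration at half of the fitted maximal effect; 100% = response of the positive control SU9516; nearly all actives have a fitted effect of over 60% in size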
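Alpha7betagal+/- myoblasts (passage 13) were plated 16-24 hr, then exposed to compounds (1:260 dilution of DMSO stock) for 48 hours at 37C. After MPER lysis, β-galactosidase reporter activity was read as FDG fluorescence (ex 480/em 540) after 30 minutes.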
TSHR antagonist – antagonists of human thyroid stimulating hormone receptor. 330,000 tested, 0.2% active. activity change, negative = inhibition, % at 11.5 µM. AID 504810. TSHR-expressing cells, TSH-stimulated cAMP HTRF, 2 h; hits give low values. P16473;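 active means activity change below a set negative limit, meaning inhibition stronger than a set level, cut at about -70% in these data; inconclusive means activity change between two set negative limits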; further: on the % scale 0 is the no-effect control and ±100 the full control effect
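Antagonism was scored as loss of TSH-driven cAMP in TSHR cells, stimulated with 4nM TSH (EC80) for 2 hours at 37 deg C and detected by homogeneous HTRF competition immunoassay.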
A-T KAP1 phos – potential ataxia-telangiectasia treatments restoring KAP-1 phosphorylation; […] A-T fibroblasts, KAP-1 phosphorylation AlphaLISA; neocarzinostatin DNA damage 30 min before lysis; Potency, µM (titrated, usually from 57.5 µM), for the others: top-dose activation, most hits filed as activators; 320,000 tested, 0.19% active; AID 485349; further: potency means the concentration at half of the fitted maximal effect; % of control where 0% means no effect; nearly all actives have a fitted effect of over 45% in size
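hTERT-immortalized A-T patient fibroblasts ([…]), 500 cells/well in OPTI-MEM, 1% FBS, got compounds for 60 min, then NCS for 30 min at 37C. Lysates were then assayed for phospho-KAP-1 by AlphaLISA (anti-pKAP1 donor, anti-KAP1 acceptor beads), 6 hr at 25C.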
CXXC DNA block – MLL CXXC-DNA interaction inhibition | Potency, µM (doses to about 115 µM), without a hit: at the highest dose activity change, negative = inhibition, most hits filed as inhibitors | Q03164 | 290,000 tested, 0.037% active | MLL-CXXC / FITC-HOXA9 DNA fluorescence polarization; active means well fitted inhibition curve with a large enough effect in the polarisation, with a control signal flat, not every such curve was filed as active; inconclusive means small, poorly fitted or top-dose-only effect, or effect the other way, or a change in a side signal; inactive means no such curve, though single readings can be large or run the other way; the % refers to the polarisation; further: potency means the concentration at half of the fitted maximal effect
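Steps: dispense CXXC domain solution (7 uM) → pin compounds or unlabeled HOX-A9 DNA control → 5 min ambient → add FLSN-HOX-A9 solution (50 nM) → spin → 30 min ambient → fluorescence polarization. Tris pH 7.5/NaCl/DTT/BSA buffer.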
TSG101-PTAP inh – blocks PTAP/TSG101 interaction to inhibit HIV-1 budding. Q99816. Fluorescence polarization, FITC-PTAP peptide / Tsg101 binding. Potency, µM (doses to about 115 µM), for the others: at the highest dose activity change, negative = inhibition, actives largely listed as inhibitors. 340,000 tested, under 10 active. AID 493005; active means well fitted inhibition curve with a large enough effect in the main read-out, with a control signal flat, not every such curve was filed as active; inconclusive means small, poorly fitted or top-dose-only effect, or effect the other way, or a change in a side signal; inactive means no such curve, though single readings can be large or run the other way; further: potency means the concentration at half of the fitted maximal effect; % of control where 0% means no effect
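Compounds were pin-transferred onto Tsg101 binding domain (10 uM final) in HEPES pH 7.5 buffer, then FITC-PTAP peptide was added at 50 nM final. After 20 min at RT, polarization reported peptide displacement across a qHTS concentration series.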
MBNL1-CUG inh – inhibitors of human MBNL1 binding to CUG repeat RNA; Q9NR56; TR-FRET MBNL1-His/biotin-(CUG)12 binding, 665/545 ratio; Potency, µM (top dose mostly 57.5 µM), without a hit: at the highest dose activity change, negative = inhibition, hits mostly inhibitors; 280,000 tested, 0.036% active; AID 2675; active means well fitted inhibition curve with a large enough effect in the signal ratio, with a control signal flat, not every such curve was filed as active; inconclusive means small, poorly fitted or top-dose-only effect, or effect the other way, or a change in a side signal; inactive means no such curve, though single readings can be large or run the other way; the % refers to the signal ratio; further: potency means the concentration at half of the fitted maximal effect; on the % scale 0 is the no-effect control and ±100 the full control effect
Target sequence (Q9NR56 whole entry, looked up): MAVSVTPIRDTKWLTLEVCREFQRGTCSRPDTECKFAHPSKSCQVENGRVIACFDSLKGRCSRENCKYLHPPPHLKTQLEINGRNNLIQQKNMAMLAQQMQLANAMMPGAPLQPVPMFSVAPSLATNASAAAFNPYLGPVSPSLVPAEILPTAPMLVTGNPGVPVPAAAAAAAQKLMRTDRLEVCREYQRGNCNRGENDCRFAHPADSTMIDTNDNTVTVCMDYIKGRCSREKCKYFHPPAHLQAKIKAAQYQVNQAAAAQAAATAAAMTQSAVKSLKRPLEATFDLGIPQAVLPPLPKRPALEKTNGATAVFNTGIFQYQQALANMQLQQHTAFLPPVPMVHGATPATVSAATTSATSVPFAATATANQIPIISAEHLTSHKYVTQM
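TR-FRET between His-tagged MBNL1 and biotin-(CUG)12 RNA, detected with Tb anti-His antibody (0.055 ng/ul) and streptavidin-XL665 (5 nM), 60 min at room temperature. Compounds titrated 92 nM to 58 uM; 665/545 nm ratio normalized to buffer and complex controls.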
TCR act – activators of T cell receptors | 330,000 tested, under 10 active | primary human leukocytes, anti-CD3, IL-2 HTRF, 48 h | AID 504894 | Potency, µM (top dose mostly 9.22 µM), for the others: at the top dose activation of IL-2 secretion, most hits filed as activators; further: % of control where 0% means no effect
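IL-2 produced over 48 hr by a-CD3 bead-stimulated primary human leukocytes exposed to compounds was detected with a homogeneous time-resolved FRET immunoassay, 665nm acceptor signal after 320nm excitation.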
Mito fusion yeast – mitochondrial division inhibition or fusion activation. S. cerevisiae fusion-defective mutant growth rescue, CellTiterGlo 48 h. Potency, µM (series often up to 46.1 µM), for inactives: top-dose growth rescue (activation), actives largely listed as activators. 320,000 tested, 0.23% active;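 further: potency means the concentration at half of the fitted maximal effect; % of control where 0% means no effect; nearly all actives have a fitted effect of over 45% in size; temperature-sensitive fusion mutants such as fzo1-1 at 37 °C on non-fermentable ethanol glycerol medium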
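Read-out: ATP-based luminescence (CellTiterGlo, 10 min ambient) reporting growth of fusion-defective ts yeast after 48 hours at 37C on glycerol/ethanol YPEG medium in the presence of compound.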
S-ASM inh – human S-ASM enzyme inhibition | P17405 | placental ASM, HMU-PC fluorogenic substrate, 60 min | Potency, µM (highest dose often 57.5 µM), for inactives: at the top dose activity change, negative = inhibition, usual class: inhibitors | 340,000 tested, 0.006% active | AID 504937; further: potency means the concentration at half of the fitted maximal effect
Target sequence (P17405 47-631 limits assumed): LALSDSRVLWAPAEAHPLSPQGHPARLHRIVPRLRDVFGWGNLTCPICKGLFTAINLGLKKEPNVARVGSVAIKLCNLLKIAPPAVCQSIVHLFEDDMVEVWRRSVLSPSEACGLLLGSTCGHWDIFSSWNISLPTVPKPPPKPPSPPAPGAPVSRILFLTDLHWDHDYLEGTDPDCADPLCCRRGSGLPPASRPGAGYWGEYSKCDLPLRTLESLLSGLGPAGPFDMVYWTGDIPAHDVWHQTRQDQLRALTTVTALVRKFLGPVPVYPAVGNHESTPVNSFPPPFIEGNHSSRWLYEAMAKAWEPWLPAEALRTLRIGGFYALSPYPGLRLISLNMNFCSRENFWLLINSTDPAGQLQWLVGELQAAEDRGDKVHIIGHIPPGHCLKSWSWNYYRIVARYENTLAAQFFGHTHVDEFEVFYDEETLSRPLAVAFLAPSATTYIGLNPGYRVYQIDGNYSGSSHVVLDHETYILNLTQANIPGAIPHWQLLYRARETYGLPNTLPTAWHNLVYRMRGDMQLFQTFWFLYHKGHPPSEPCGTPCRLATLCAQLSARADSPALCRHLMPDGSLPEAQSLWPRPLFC
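Fluorogenic HMU-PC substrate (9 uM final) is turned over by placental ASM in 60 min at 37 C after a 10 min compound preincubation. Reaction ended by alkaline stop (pH 10), with fluorescence read at 386/447 nm.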
* = called active by the depositor; ? = inconclusive; . = no result given; [ ] = dose if it differs, or a comment. Unless noted, the call rests on the fitted dose curve; in most records, active means well fitted curve in the direction sought with a large enough effect; inconclusive means small, poorly fitted or top-dose-only effect, or another doubt; inactive means no such curve, though single readings can be large; an effect the other way counts as inactive or inconclusive. An excerpt, so the mix of outcomes need not match the whole.

SMILES | Menin MLL FP TR | Integrin act MD | TSHR antagonist | A-T KAP1 phos | CXXC DNA block | TSG101-PTAP inh | MBNL1-CUG inh | TCR act | Mito fusion yeast | S-ASM inh
Cc1cccc(S(=O)Cc2ccc(C(=O)N3CCOCC3)o2)c1 (stereo not drawn) | . | 3% | -4 | 8% | 42%[activator] | -5% | 2% | 9% | -1% | 2%
Nc1nnc(CC(=O)N/N=C/c2ccc(-c3ccc(F)cc3)o2)s1 | . | -1% | 1 | 36% | 6% | 0% | ? | -3% | 0% | -1%
O=C(Nc1cccc(NC(=O)c2cccs2)c1)c1ccc([N+](=O)[O-])o1 | . | -73%[inhibitor] | 4 | -2% | 22% | -6% | ? | -3% | -22% | -4%
Fc1cccc(Cl)c1CSc1nnc(COc2cccc3cccnc23)o1 | ? | -14% | -6 | 5% | -13% | -8% | -7% | -6% | 11% | -4%
CCOC(=O)c1cc(C(=O)NC(C)c2ccccc2)c(=O)[nH]c1C (stereo not drawn) | 4% | -12% | 14 | -3% | 8% | -8% | 3% | -1% | 3% | 5%
COc1cccc(OC)c1OCC(O)CN1CCN(c2ccc(F)cc2)CC1 (stereo not drawn) | ? | 19% | -9 | ? | -3% | -6% | 9% | 1% | -15% | -3%
Cc1sc2nc(CSCC(=O)N(C)c3ccccc3)[nH]c(=O)c2c1C | -10% | -23% | -1 | 6% | 6% | 0% | 2% | 6%[46.1 µM] | 0% | 9%
O=C(CSc1nccn1-c1ccccc1)N1CCc2ccccc21 | -10% | -9% | 9 | -5% | -4% | 2% | 6% | -6% | 9% | 0%
CCN1C(=O)C2(C(C#N)=C(N)Oc3c2c(C)nn3-c2ccccc2)c2ccccc21 (stereo not drawn) | -3% | -16%[7.66 µM] | -12 | 1% | -11% | -8% | 3% | . | -11% | -3%
O=C(NC1CCCCC1)c1ccc(CN2CCOCC2)cc1 | 0% | 21% | 17 | -2% | -1% | -3% | 1% | -4% | -1% | 5%
O=C(NCCc1ccccn1)c1cc(-c2ccccc2Cl)nc2ccccc12 | -13% | 4% | -34 | 3% | -15% | 2% | ? | -7%[46.1 µM] | 11% | 4%
C(=N\Nc1ccccn1)/c1ccc(N2CCOCC2)cc1 | 2% | 17% | -9 | 0% | ? | 3% | ? | -3% | 0% | 19%
CC(C)Cn1cc(C(=O)N2CCN(c3ccccn3)CC2)c2c3ccccc3n(C)c2c1=O | -11% | -14%[7.66 µM] | -11 | 1% | 6% | -9% | 10% | 9% | 6% | 0%
Cc1nc(=O)c(-c2ccccc2)c(C)n1CC1CCCO1 (stereo not drawn) | 5% | 0% | -1 | 6% | 3% | -6% | -9% | -4% | -5% | 0%
Cc1ccccc1C(=O)NCCNC(=O)c1ccco1 | 32%[activator] | 10% | 0 | -3% | -2% | 0% | -7% | -2% | -3% | -3%
COc1ccc(S(=O)(=O)NCC(c2cccnc2)N2CCN(Cc3ccccc3)CC2)cc1C (stereo not drawn) | . | 0% | 16 | 11% | 10% | 0% | -4% | 6% | -1% | 5%
CCOC(=O)Oc1ccc2c(=O)c(Oc3cccc(C)c3)coc2c1 | 32%[activator] | 12% | 2 | 2% | 67%[activator] | -11% | -6% | . | 6% | 86%[activator]
CS(=O)(=O)c1ccc(Cl)c(NC(=O)CCNC(=O)c2ccco2)c1 | . | 4% | -15 | 3% | 0% | 2% | 0% | 3% | 0% | 1%
Cc1ccc(C(=O)N/C(=C\c2ccco2)C(=O)N2CCCCC2)cc1 | -7% | -24% | 8 | 1% | 3% | -1% | 11% | 7% | -1% | 1%
CCN1C(=O)[C@@H]2C(C(=O)c3cnccn3)=NN[C@@H]2C1=O | . | 21% | 2 | -4% | -5% | -5% | -1% | 3% | -5% | 0%
CCOCCCNC(=O)C(NC(=O)Cc1cccs1)c1ccccc1 (stereo not drawn) | -4% | -11% | 6 | 0% | -4% | 0% | 3% | . | 3% | -1%
C[N+](C)(C)CCOC(=O)C1(c2ccccc2)CCCC1 | -4% | 5% | 7 | 3% | 8% | 0% | 0% | 0% | -1% | 4%
CCNc1nc(Oc2ccc(=O)n(-c3ccccc3)n2)nc(N2CCOCC2)n1 | -7% | 0% | 2 | 2% | 0% | -3% | 9% | 1% | 1% | 0%
CCOCCCn1c(SCC(=O)Nc2cccc(S(=O)(=O)NC3=NCCCCC3)c2)nc2ccccc2c1=O | . | 0% | 11 | -7% | -5% | -5% | -14% | -4% | 3% | -4%
COc1cccc(C(=O)N2CCC(C(=O)NCc3ccco3)CC2)c1 | -18% | 21% | 6 | -2% | -5% | -3% | 1% | -19% | -4% | -15%
CC1(c2ccccc2)NC(=O)N(CC(=O)Nc2ccc(Cl)c(S(=O)(=O)N3CCCCC3)c2)C1=O (stereo not drawn) | . | -25% | -5 | -6% | 13% | -1% | -10% | -2% | 1% | -6%
CCOCC(=O)Nc1cccc(C(=O)OCC)c1 | 13% | 3% | 0 | 5% | 0% | 0% | 7% | 6% | -10% | 5%
COc1ccc(CC(=O)N(C)CC(=O)Nc2c(C)cccc2C)cc1S(=O)(=O)N1CCOCC1 | . | -3% | 10 | 8% | . | -1% | . | -2% | 0% | 6%
COc1ccc(-c2coc3c(C)c4oc(=O)c(CCC(=O)O)c(C)c4cc23)cc1 | 7% | ? | -22 | 23% | 7% | -1% | -2% | -1% | ? | 61%[activator]
Cc1cc(-c2ccccc2)nc2cc(C(N)=O)nn12 | 3% | 1% | 1 | -2% | 2% | -6% | ? | 1%[46.1 µM] | -2% | 44%
COc1ccc([N+](=O)[O-])cc1NC(=O)C(C)OC(=O)c1ccccc1C(=O)c1ccc(Cl)cc1 (stereo not drawn) | -7% | 13% | -10 | 3% | 4% | 0% | 4% | 1%[46.1 µM] | 14% | 2%
CCOC(=O)C1CCCN(C(=O)c2cccc3ccccc23)C1 (stereo not drawn) | 0% | -6% | -1 | 13% | 13% | -3% | 1% | -1% | 8% | 5%
C/C(NCc1cccnc1)=C(\C#N)C(=O)NCc1ccccc1 | 5% | -20% | -1 | 6% | 7% | -1% | 2% | -8% | -4% | 2%
O=C(O)c1ccccc1C(=O)Nc1ccc(Br)c2cccnc12 | -20% | -2% | -18 | -5% | 35%[activator] | -3% | ? | 2% | 2% | 0%
Cc1cc(C(c2ccc(O)cc2)c2cc(C)c(O)cc2C)c(C)cc1O | 13% | ? | -20 | 5% | 6% | -2% | -5% | 2% | 0% | 15%
C1CCN2C[C@@H]3C[C@@H](CN4CCCC[C@@H]34)[C@H]2C1 | 13%[24.8 µM] | . | . | . | . | 0% | . | 3% | . | 4%
Cc1cc(C(=O)Nc2cccnc2Cl)on1 | -20% | 18% | -4 | 2% | -1% | -5% | 1% | . | 2% | 0%
COc1ccc(OC)c(-n2cnc3cc(C(=O)O)ccc32)c1 | -18% | -9% | -12 | -2% | -1% | -3% | 7% | -1% | 2% | 1%
Cc1cc(C)nc(SCC(=O)Nc2nonc2N)n1 | -1% | ? | 12 | -3% | 18% | -1% | -2% | 7% | 2% | 2%
Cc1onc(-c2ccccc2)c1C(=O)NCc1ccc(Cl)cc1 | 16% | ? | 5 | -5% | -5% | -1% | -5% | 1% | 10% | 2%
O=C(C1CCC(=O)N1Cc1cccnc1)N1CCN(c2ccc(F)cc2)CC1 (stereo not drawn) | -1%[11.7 µM] | 13% | 11 | 8% | -7% | 0% | 0% | 6% | 0% | 7%
COC(=O)Nc1ccc(S(=O)(=O)N2CCC(C(=O)N(C)C3CCCCC3)CC2)cc1 | -23% | 1% | 1 | 4% | 6% | -4% | 3% | -3% | 0% | 2%
COc1cccc(CN(C)C(=O)CCN(c2ccccc2)S(=O)(=O)c2ccc(C)cc2)c1OC | . | -16% | -2 | 12% | . | -5% | . | 3% | 3% | 7%
CC(=O)c1cccc(NC(=O)c2ccc(N(C)S(=O)(=O)c3ccc(C)cc3)cc2)c1 | . | 8% | -11 | 12% | 2% | -4% | 3% | -10% | -3% | -12%

Compound activity from PubChem.
